Apaf1 inhib = human Apaf-1 inhibition; inhibition, % at 20 µM; 330,000 tested, 0.71% active; AID 489030; O14727; reconstituted apoptosome caspase-3 activity, DEVD-Rh110 fluorescence; active = inhibition of at least 40% at 20 µM;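 note: plate controls were DMSO wells for no effect and DEVD-CHO caspase inhibitor wells for full effect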
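Assay system – apoptosome proteins · Medium – Hepes buffer, pH 7.5 · Also added – cytochrome c with DEVD-Rh110 · Timing – 30 min compound preincubation, 50 min activation, room temperature · Detection – Rh110 fluorescence, excitation 480 nm, emission 540 nm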
TIM10 inh = TIM10 yeast growth inhibition; S. cerevisiae TIM10 strain growth, BacTiter-Glo luminescence, 24 h; inhibition, % at 10 µM; 330,000 tested, 1.4% active;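 active = inhibition of 40% or more at the single tested concentration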;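 note: wild-type TIM10 isogenic control strain grown at permissive 25 °C; 0% = DMSO yeast wells and 100% = minimal medium wells without yeast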
mIAP activ = increases mouse intestinal alkaline phosphatase activity; activation factor at 10 µM; muIAP, CDP-Star luminescence, 30 min; hits give high values; 1 = vehicle-only enzyme signal, 0 = enzyme-free wells; 330,000 tested, 0.24% active; AID 2805;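 active = activation factor of at least 2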; note: the source names both 10 and 20 µM as test concentration; values of inactives mirror those of a sister screen read the other way
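Assay system: mouse IAP enzyme; Reagent: CDP-Star chemiluminescent phosphatase substrate; Compound: DMSO-dissolved test compounds; Incubation: 30 min, room temperature; Technique: luminescence from enzymatic CDP-Star hydrolysis; Controls: DMSO-only wells and no-enzyme negative control.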
ATG4B inhibitor = inhibitors of human ATG4B cysteine protease; inhibition, % at 8.33 µM; AID 504462; ATG4B cleavage of LC3-PLA2, NBD-HPC fluorescence, 1 h; 340,000 tested, 0.51% active; in the data active = inhibition above about 40%
Target sequence (Q9Y4P1 whole entry, looked up): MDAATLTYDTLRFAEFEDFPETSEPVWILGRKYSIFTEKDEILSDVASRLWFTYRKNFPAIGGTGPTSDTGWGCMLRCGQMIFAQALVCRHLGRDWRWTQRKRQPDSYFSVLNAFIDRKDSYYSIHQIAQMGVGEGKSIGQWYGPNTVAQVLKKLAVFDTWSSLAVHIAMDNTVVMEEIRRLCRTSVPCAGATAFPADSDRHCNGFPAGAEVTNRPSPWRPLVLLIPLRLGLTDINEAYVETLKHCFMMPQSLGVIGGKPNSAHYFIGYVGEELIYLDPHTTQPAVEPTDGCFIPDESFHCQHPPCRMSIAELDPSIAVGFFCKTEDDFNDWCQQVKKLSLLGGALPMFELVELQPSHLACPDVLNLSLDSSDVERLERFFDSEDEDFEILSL
tim10-1 inh = tim10-1 yeast growth inhibition; S. cerevisiae tim10-1 ts strain growth, BacTiter-Glo, 24 h; inhibition, % at 20 µM; 330,000 tested, 2.2% active; AID 463190;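 active = inhibition of at least 40%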;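 note: mutant grown at 25 °C; 0% = DMSO wells with yeast and 100% = wells holding no yeast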
hIAP act = increases human intestinal alkaline phosphatase activity; purified human IAP, CDP-Star luminescence, 30 min; hits give high values; 1 = vehicle-only enzyme, 0 = enzyme-free background; activation factor at 10 µM; 330,000 tested, 0.16% active; AID 2524;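 active = activation factor of the enzyme at least 2-fold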; note: the source names both 10 and 20 µM as test concentration; values of inactives mirror those of a sister screen read the other way
Target sequence (P09923 whole entry, looked up): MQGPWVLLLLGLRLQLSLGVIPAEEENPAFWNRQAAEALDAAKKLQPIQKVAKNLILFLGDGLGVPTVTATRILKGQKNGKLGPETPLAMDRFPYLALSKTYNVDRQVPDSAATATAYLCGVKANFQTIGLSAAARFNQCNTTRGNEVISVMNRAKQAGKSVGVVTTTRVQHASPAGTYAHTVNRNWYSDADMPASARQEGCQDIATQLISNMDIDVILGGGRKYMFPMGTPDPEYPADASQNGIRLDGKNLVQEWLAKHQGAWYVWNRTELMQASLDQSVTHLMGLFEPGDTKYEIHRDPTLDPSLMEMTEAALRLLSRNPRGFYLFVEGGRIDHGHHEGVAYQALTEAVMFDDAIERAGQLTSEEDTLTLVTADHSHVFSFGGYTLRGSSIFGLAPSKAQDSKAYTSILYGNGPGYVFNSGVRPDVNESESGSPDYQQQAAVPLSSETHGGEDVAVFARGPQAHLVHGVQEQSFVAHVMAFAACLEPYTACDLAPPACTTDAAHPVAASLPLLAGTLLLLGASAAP
hIAP block = blocks human intestinal alkaline phosphatase; purified IAP, CDP-Star luminescence, 30 min; 330,000 tested, 0.12% active; AID 2544; inhibition, % at 10 µM; P09923;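 active = inhibition reaching a set limit with compound at 10 µM in the primary screen, cut at about 35% in these data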;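 note: plate controls were DMSO wells with enzyme for no effect and no-enzyme buffer wells for full effect; values of inactives mirror those of a sister screen read the other way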
mIAP block = blocks mouse intestinal alkaline phosphatase; inhibition, % at 10 µM; purified mouse IAP, CDP-Star luminescence, 30 min; AID 2806; 330,000 tested, 0.2% active;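 active = inhibition of at least 40% at 10 µM in the primary screen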;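 note: plate controls were DMSO with enzyme for no effect and no enzyme wells for full effect; values of inactives mirror those of a sister screen read the other way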
NALP3 yeast inh = blocks the NALP3 inflammasome reconstituted in yeast; Yeast reconstituted NLRP3/ASC/caspase-1, beta-gal luminescence, 24 h; inhibition, % at 10 µM; 330,000 tested, 0.39% active;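 active = inhibition of 50% or more; inactive = inhibition below 50%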;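 note: plate controls were induced DMSO wells for no effect and uninduced yeast grown without galactose for full effect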
* = called active by the depositor; x = no result given.

Below each compound: Apaf1 inhib | TIM10 inh | mIAP activ | ATG4B inhibitor | tim10-1 inh | hIAP act | hIAP block | mIAP block | NALP3 yeast inh
> O=C(NC1CCCCC1)c1ccc(-c2ccccc2[N+](=O)[O-])o1
→ 8 | 9 | 1 | 0 | 33 | 1.2 | -20 | -1 | 32
> COc1ccccc1C1/C(=C(\O)c2ccc3c(c2)OCCO3)C(=O)C(=O)N1Cc1cccnc1 (centres undefined)
→ -2 | -15 | 1 | -3 | -5 | 1.2 | -17 | -4 | 8
> CCOc1ccc(NC(=O)CC(NC(C)=O)c2ccccc2)cc1S(=O)(=O)N1CCCC1 (centres undefined)
→ -1 | 6 | 1.1 | -2 | 2 | 1.2 | -22 | -7 | 11
> CC(=O)N/C(=C/c1ccc(OC(F)F)cc1)C(=O)O
→ -8 | -8 | 1 | -6 | 23 | 0.91 | 9 | -3 | 20
> Cc1cc2c(ncn2Cc2ccccc2)c(N)c1C
→ 2 | 16 | 1 | -12 | 22 | 1.1 | -13 | -3 | 12
> CCOC(=O)c1cnc(-n2nc(C)cc2C)nc1-n1nc(C)cc1C
→ -22 | 10 | 0.98 | -3 | 27 | 1.1 | -11 | 2 | 9
> COc1ccccc1C(=O)NNC(=O)C(=O)NC(C)(C)C
→ -5 | 13 | 0.86 | 6 | 3 | 1.3 | -35 | 14 | 3
> S=C(NCc1ccccc1)NC1CCCc2ccccc21 (centres undefined)
→ 12 | 10 | 2.6* | 78* | 27 | 1 | -4 | -157 | -1
> CCC(=O)N1CCN(C(=O)CC)C1c1ccccc1
→ -5 | -1 | 1 | 9 | -12 | 0.97 | 3 | -3 | 2
> COC(=O)c1sc(C(C)(C)C)cc1CS(=O)(=O)c1ccccn1
→ 1 | -3 | 1 | -4 | 9 | 1.2 | -18 | -4 | 9
> COCC(C)NCc1ccc(C)cc1C (centres undefined)
→ -12 | -6 | 0.96 | -7 | 14 | 0.84 | 16 | 4 | -7
> O=C(NCCCNC1CCCCC1)c1ccc(/C=N/O)nc1
→ -39 | -12 | 1.1 | 5 | -10 | 1.2 | -19 | -6 | 18
> Cc1cc(CN(C)C(=O)c2ccc(OC3CCN(Cc4ccccn4)CC3)cc2)on1
→ 0 | 1 | 0.95 | 32 | 15 | 1.2 | -23 | 4 | 16
> Cn1c(N)c(C(=O)CSc2ccccn2)c(=O)n(C)c1=O
→ -4 | 1 | 0.93 | 6 | 9 | 0.95 | 5 | 7 | 20
> CC(=O)Nc1ccc(NC(=O)CSc2nc3ccccc3nc2N2CCC(C)CC2)cc1
→ 3 | -6 | 1 | 15 | 9 | 0.95 | 5 | -3 | 21
> C=CCn1cc(/C=N/N2C(=O)C3C4C=CC(C4)C3C2=O)c2ccccc21 (centres undefined)
→ -1 | 8 | 1 | -18 | 25 | 1 | -1 | -1 | 4
> O=C(/C=C/c1ccccc1)C1=C(O)C(=O)N(CCO)C1c1cccc([N+](=O)[O-])c1 (centres undefined)
→ -17 | -25 | 1 | 1 | -7 | 0.85 | 15 | -5 | 3
> Cc1ccc(S(=O)(=O)Nc2ccc3ncccc3c2)cc1
→ -3 | -11 | 1.1 | -1 | 19 | 1.1 | -12 | -10 | -3
> COC/C=C/C1=CC2=CC(=O)C(C)(OC(=O)c3cnc4ccccc4n3)C(=O)C2=CN1CCOC (centres undefined)
→ 23 | 11 | 0.94 | -1 | 8 | 0.91 | 9 | 6 | -5
> Nn1c(SCC(=O)N2CCOCC2)nnc1-c1ccco1
→ -6 | -10 | 0.99 | -9 | 7 | 0.99 | 1 | 1 | 0
> COc1ccccc1CNC(=O)c1cn(C)c2ccc(S(=O)(=O)N3CCCC3)cc2c1=O
→ 9 | 9 | 0.95 | -18 | 5 | 0.95 | 5 | 5 | 16
> Cc1ccccc1NS(=O)(=O)c1ccc(OCC(=O)NCc2ccccn2)cc1
→ 3 | -16 | 0.95 | -5 | -2 | 0.99 | 1 | 5 | 10
> NC(=O)c1nsc(C(=O)N(CC(=O)NCc2ccc3c(c2)OCO3)C2CCCC2)c1N
→ 4 | 4 | 1 | -6 | 20 | 1.1 | -7 | -1 | 18
> Cc1cc(Cl)cc(C)c1OCC(=O)O
→ 20 | -11 | 1 | 0 | 2 | 0.93 | 7 | 0 | 3
> FC(F)(F)c1nnc2sc(-c3ccccn3)nn12
→ -1 | 6 | 0.96 | -7 | 16 | 0.85 | 14 | 4 | -14
> Cc1c(C(=O)OCC(=O)NCC2CCCO2)oc2ccccc12 (centres undefined)
→ -2 | -10 | 1 | -4 | 7 | 1 | -2 | -4 | 1
> CN1CCN(C(=O)c2ccccc2Nc2ccc(SC(F)F)cc2)CC1
→ -11 | 9 | 0.97 | 4 | 13 | 0.98 | 2 | 3 | 10
> CN1C(=O)CC[C@H]1c1cccnc1
→ -8 | 3 | 1 | x | -1 | 1 | -2 | -3 | 11
> COc1ccc(N2CCN(C(=O)c3ccc4c(c3)NC(=O)C(CSCc3cccc(F)c3)N4)CC2)cc1 (centres undefined)
→ 18 | -12 | 0.85 | x | -4 | 0.82 | 18 | 15 | 4
> Cc1c(CCO)c(=O)[nH]n1S(=O)(=O)c1cccc(C(F)(F)F)c1
→ -92 | 9 | 0.9 | 2 | -2 | 1.1 | -12 | 10 | 9
> c1ccc(-c2nc3ccccc3c3nncn23)cc1
→ 1 | 35 | 1 | 2 | 35 | 0.97 | 3 | -2 | -2
> CC(C)(C)n1nnnc1C(c1cccs1)N1CCCc2ccccc21 (centres undefined)
→ 28 | 27 | 0.97 | 2 | 43* | 0.93 | 7 | 3 | -83
> CCS(=O)(=O)N1CCCC(C(=O)NCCc2ccccc2)C1 (centres undefined)
→ -13 | -2 | 1.1 | -2 | -13 | 1.2 | -16 | -9 | 11
> CN(C)C(C)(C)C#CCCCCC#CC(C)(C)N(C)C
→ 14 | -54 | 1 | -18 | -14 | 1 | -2 | -2 | 23
> CC(=O)Nc1cccc(C(=O)OCN2C(=O)c3ccccc3C2=O)c1
→ -3 | 6 | 0.89 | -12 | 9 | 1.1 | -5 | 11 | -5
> C=CCNC(=S)Nc1ccc(C)c(S(=O)(=O)N2CCCCC2)c1
→ 12 | 8 | 1.9 | 1 | 14 | 1.3 | -26 | -92 | 16
> O=C(COC(=O)/C=C/c1cccs1)NC1CC1
→ -1 | -5 | 1 | -2 | 4 | 1.1 | -5 | -1 | -10
> CC(C)C(=O)Nc1nnc(Cc2ccccc2)s1
→ 11 | 3 | 1.1 | -4 | 29 | 1 | 0 | -7 | 13
> Cc1ccc(NC(=O)CSc2nnc(Cc3csc(C)n3)o2)cc1
→ 19 | 4 | 1 | 3 | 19 | 0.98 | 2 | -3 | 8
> COc1cc(NS(=O)(=O)c2ccc(NS(=O)(=O)c3ccccc3)cc2)nc(OC)n1
→ -4 | -4 | 1 | 4 | 12 | 0.94 | 6 | 0 | -2
> CC1CCN(C(=S)c2cccc(O)c2)CC1
→ -2 | -6 | 0.95 | -1 | -6 | 0.84 | 16 | 5 | 18
> Cc1ccc(NC(=O)c2cnn(-c3ccccc3)c2C)cc1C
→ 13 | -7 | 1.1 | -3 | 14 | 1.1 | -8 | -13 | 32
> COc1ccc(-n2nc(C(=O)NCC(=O)NCc3ccco3)c3ccccc3c2=O)c(OC)c1
→ 4 | 7 | 0.92 | 7 | 18 | 1 | 0 | 8 | 1
> CCc1ccc(N(CC(=O)O)S(=O)(=O)c2c(C)noc2C)cc1
→ -7 | -4 | 1 | -1 | 6 | 1.1 | -12 | -2 | 22
> Cc1cc(C)n(-c2nc3c(c(=O)[nH]c(=O)n3C)n2Cc2cccc(Br)c2)n1
→ 12 | 12 | 0.86 | -10 | 34 | 1.1 | -6 | 14 | -1

Quoted at random: 3 entries already listed.
Below each compound: Apaf1 inhib | TIM10 inh | mIAP activ | ATG4B inhibitor | tim10-1 inh | hIAP act | hIAP block | mIAP block | NALP3 yeast inh
> CC(C)C(=O)Nc1nnc(Cc2ccccc2)s1
→ 11 | 3 | 1.1 | -4 | 29 | 1 | 0 | -7 | 13
> c1ccc(-c2nc3ccccc3c3nncn23)cc1
→ 1 | 35 | 1 | 2 | 35 | 0.97 | 3 | -2 | -2
> CC(=O)Nc1cccc(C(=O)OCN2C(=O)c3ccccc3C2=O)c1
→ -3 | 6 | 0.89 | -12 | 9 | 1.1 | -5 | 11 | -5

(list continues)
Below each compound: Apaf1 inhib | TIM10 inh | mIAP activ | ATG4B inhibitor | tim10-1 inh | hIAP act | hIAP block | mIAP block | NALP3 yeast inh
> CCN(CCCNS(=O)(=O)c1cc(-c2cc(C)no2)ccc1C)Cc1ccccc1
→ 8 | 0 | 0.98 | -4 | 5 | 1.5 | -53 | 2 | 17
> N#C/C(=C1\CCCN1)c1ccc2ccccc2n1
→ 14 | -7 | 0.97 | -13 | -6 | 1.4 | -42 | 2 | 48
> CCCC(c1nnnn1C1CCCCC1)N1CCN(c2ncccn2)CC1 (centres undefined)
→ -1 | 29 | 0.93 | -6 | 6 | 1.1 | -6 | 7 | 8
> C#CCOCCOCCOCCNc1nc(N2CCOCC2)nc(N2CCN(C(=O)[C@H]([C@@H](C)CC)n3cc([C@@H](N)Cc4ccc(O)cc4)nn3)CC2)n1
→ -5 | 2 | 1.1 | -11 | 8 | 0.89 | 11 | -5 | 5
> NC(=O)C1CCN(C(=O)CCn2c(=O)oc3ccccc32)CC1
→ -6 | 3 | 0.94 | -1 | -8 | 0.95 | 5 | 6 | 19
> CCOc1ccc(S(=O)(=O)N2CN3CCN(C3)C2)cc1
→ -1 | 4 | 0.94 | -6 | 12 | 0.96 | 4 | 6 | 16
> Cc1cc(OC(C)C(=O)NCCCN2CCOCC2)c2c(C)c(C)c(=O)oc2c1 (centres undefined)
→ -5 | -3 | 1.1 | -7 | -3 | 1.1 | -10 | -8 | 9
> COC(=O)Cn1cnc2scc(-c3ccc(C)c(C)c3)c2c1=O
→ 3 | 32 | 0.97 | 1 | 33 | 1.1 | -11 | 3 | 25
> CCOc1ccc(C(O)C(CN2CCOCC2)c2ccccc2)cc1 (centres undefined)
→ -5 | -17 | 1 | 2 | -5 | 0.9 | 10 | 0 | 11
> CCOC(=O)c1cc2c(ccn2-c2ccc(F)cc2)n1CC(=O)N1CCN(C(=O)c2ccco2)CC1
→ 7 | 11 | 1.1 | 1 | 0 | 1 | 0 | -6 | -1
> COc1ccc(S(=O)(=O)N2CCCN(CC(=O)C(C)(C)C)CC2)cc1
→ 24 | 7 | 1.1 | -3 | 28 | 0.91 | 10 | -6 | -9
> C(=N\c1nc2ccccc2[nH]1)/c1cccs1
→ -16 | 6 | 1 | 1 | 6 | 1 | 0 | 0 | -3
> CC1=NN(C(=O)Cc2ccccc2)C(O)(c2ccccc2)C1 (centres undefined)
→ -11 | 17 | 0.97 | 3 | 14 | 0.92 | 8 | 3 | 3
> O=C(Nc1ccc(O)c(-c2nc3ccccc3o2)c1)C1(c2ccccc2)CCCC1
→ 7 | 29 | 1.1 | -6 | 24 | 1 | -2 | -9 | 14
> O=C(O)c1ccc(/C=N/NC(=O)c2cc(-c3ccc4c5c(cccc35)CC4)n[nH]2)cc1
→ 7 | 21 | 0.85 | -3 | 8 | 1.1 | -14 | 15 | 13
> CN(C)N=Nc1ccc(S(=O)(=O)NC(Cc2ccccc2)C(=O)O)cc1 (centres undefined)
→ 0 | 15 | 1 | 6 | 2 | 0.98 | 2 | 0 | 15
> CN(C)c1ccnc2sc3c(NCC(O)CO)ncnc3c12 (centres undefined)
→ -9 | -14 | 0.95 | 4 | 7 | 1.2 | -15 | 5 | 12
